Screening data as filed in PubChem.
ST2 inh: inhibitors of human ST2 (IL1RL1) binding to IL-33, primary screen, biochemical, AlphaLISA; AlphaLISA ST2-Fc/biotin-IL-33 interaction, 1 h; inhibition, % for hits at 17 µM; 78,000 tested, 2.3% active; AID 1259354, 2018; in the data active = inhibition above about 30%; inconclusive = mostly about 10% to 28%
Target sequence (Q01638 whole entry, looked up): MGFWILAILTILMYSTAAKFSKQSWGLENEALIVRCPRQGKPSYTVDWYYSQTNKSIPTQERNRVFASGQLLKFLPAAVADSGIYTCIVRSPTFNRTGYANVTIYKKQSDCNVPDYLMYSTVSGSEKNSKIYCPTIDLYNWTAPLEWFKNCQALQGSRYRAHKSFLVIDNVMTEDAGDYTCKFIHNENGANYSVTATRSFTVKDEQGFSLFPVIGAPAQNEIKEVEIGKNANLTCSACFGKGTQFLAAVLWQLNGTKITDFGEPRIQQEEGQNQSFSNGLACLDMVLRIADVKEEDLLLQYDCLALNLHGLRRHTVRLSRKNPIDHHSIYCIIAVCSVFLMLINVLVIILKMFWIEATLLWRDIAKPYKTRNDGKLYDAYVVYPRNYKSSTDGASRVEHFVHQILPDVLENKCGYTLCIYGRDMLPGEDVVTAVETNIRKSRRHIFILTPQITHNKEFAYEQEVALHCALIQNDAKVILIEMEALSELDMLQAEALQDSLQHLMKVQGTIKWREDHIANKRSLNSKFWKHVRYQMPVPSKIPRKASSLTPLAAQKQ
* hit, by the source's call; i = inactive; u = inconclusive. Not all compounds are listed. The share of hits here may be higher or lower than overall.

SMILES	ST2 inh
CN1CCN(c2nc3c(c(=O)n(C)c(=O)n3C)n2Cc2ccc(Br)cc2)CC1	i
CN(C)c1nccc(Nc2ccccc2)c1C#N	i
CCC(=O)N1N=C2c3cc(OC)ccc3CCC2C1c1ccccc1[N+](=O)[O-] (centres undefined)	u
COc1ccc(NC(=O)N[C@H]2CO[C@H]3[C@@H]2OC[C@@H]3n2cc(CN(C)Cc3ccccc3)nn2)cc1	i
N/C(=N/OC(=O)CCCOc1ccc(Cl)cc1Cl)c1nonc1N	i
CN(C(=O)c1ccco1)C(Cc1ccccc1Cl)C1CCN(Cc2cccc3ncccc23)CC1 (centres undefined)	i
O=C(COc1ccc(Cl)cc1Cl)Nc1ccccc1[N+](=O)[O-]	u
CCCNC(=O)C1(O)c2cc(Br)ccc2NC(=O)N1c1ccc(OCC)cc1 (centres undefined)	i
COc1ccc(Cl)cc1NC(=O)c1cc2c(=O)n3cccc(C)c3nc2s1	i
O=C(NCc1ccco1)c1cc(C2CC2)on1	i
O=C(CC1COCCN1)N1CCN(c2ncccn2)CC1 (centres undefined)	u
C=CCSc1nnc2c(n1)OC(CC)N(C(C)=O)c1ccccc1-2 (centres undefined)	i
COc1ccc(CC(=O)Nc2ccc3c(c2)OCO3)cc1	i
COc1cc(NC(=O)c2cc(C(C)C)on2)c(OC)cc1Cl	i
CC1(C)Cc2ccccc2-c2nnc(-c3ccc4ccccc4n3)n21	i
COc1ccc(-c2noc(CCC(=O)N(C)c3cc(Cl)ccc3OC)n2)cc1	i
CCN1CCN(c2nc(-c3ccccc3Cl)nc3ccccc23)CC1	i
COc1ncc(CN2CCC3(CCCN(Cc4ccccc4F)C3=O)C2)cn1 (centres undefined)	i
O=C(CCSc1nc2ccccc2o1)Nc1ccc(Br)cc1	i
N#C/C(=C\c1ccco1)c1nc(-c2cc3cc(Br)ccc3oc2=O)cs1	i
CCOC(=O)c1ccc(NS(=O)(=O)c2ccc3c4c(cccc24)C(=O)N3)cc1	i
COc1cc(/C=C2\C(=O)N(c3ccc(Cl)c(C(=O)O)c3)N=C2C)cc([N+](=O)[O-])c1O	80%*
CCc1cccc(C)c1NC(=O)c1ccc(C)c(Cl)c1	i
Cc1ccc(NC(=O)CNCc2cnn(-c3cccc(F)c3)c2)c(C)c1	u
Cc1noc(C)c1S(=O)(=O)NCc1ccccc1Cl	i
O=C(OC1CCCCC1)c1cc2cc(Br)ccc2oc1=O	i
N#Cc1c2c(c(Cl)n3c1nc1ccccc13)CCC2	u
COCCNC(=O)CSc1c2c(nc3ccc(Cl)cc13)CCCC2	u
Cc1cnn(-c2ccccc2OCC(=O)O)c1	i
Cc1cccc(N2C(=O)c3ccc(-c4nnc(-c5ccccc5)o4)cc3C2=O)c1	i

A stretch from further up, for reference:
SMILES	ST2 inh
N#Cc1c2c(c(Cl)n3c1nc1ccccc13)CCC2	u
COCCNC(=O)CSc1c2c(nc3ccc(Cl)cc13)CCCC2	u
Cc1cnn(-c2ccccc2OCC(=O)O)c1	i
Cc1cccc(N2C(=O)c3ccc(-c4nnc(-c5ccccc5)o4)cc3C2=O)c1	i

The list continues:
SMILES	ST2 inh
COc1ccc2c(c1)c(C(=O)N1CCC3(CCCN(C)C3=O)C1)c(C)n2C (centres undefined)	i
Cc1cccc(Nc2ncnc3sc(C)cc23)c1	u
Cc1c(Cl)c([N+](=O)[O-])nn1CCCC(=O)N1CCN(c2ccccc2)CC1	i
Cc1cccc(C(C)C)c1NS(=O)(=O)c1cc(Cl)ccc1Cl	u
O=C1CCCN2N=C(SCC(=O)Nc3cccc(C(F)(F)F)c3)SC2=N1	i
O=C(CSc1nc2ncccc2[nH]1)Nc1ccc(OC(F)(F)Cl)cc1	i
CCc1ccc(CN2C(=O)CCC2(C)C(=O)NC2CCCC2)cc1 (centres undefined)	i
COc1cc(OC)c(C2CC(=O)Nc3c2ccc2ccccc32)cc1OC (centres undefined)	u
CCc1nc2c(sc3nc4c(cc32)COC(C)(C)C4)c(=O)n1Cc1ccco1	u
O=C(CSc1ccc2nnc(-c3cccnc3)n2n1)N1CCCCC1c1ccc(F)cc1 (centres undefined)	i
O=C1CSC(c2cccc(Cl)c2Cl)N1c1ccc(F)cc1 (centres undefined)	i
CCNC(=O)[C@@H]1C[C@H](N)CN1C(=O)c1cccnc1SC	i
O=C(NCc1ccco1)c1cc(-c2ccco2)on1	i
COc1ccc(C)cc1NC(=O)C(NS(=O)(=O)c1cccs1)C(C)C (centres undefined)	u
C/C(=C\c1ccc(C(=O)O)cc1)c1ccc2c(c1)C(C)(C)CCC2(C)C	u
COc1ccc(NC(=O)N2CCCc3ccccc32)cc1	i
O=C(c1ccc(Cl)cc1)N1CCN(c2ccc([N+](=O)[O-])c3ncccc23)CC1	i
CN1CCN(S(=O)(=O)c2cc(Br)cc3c2N(C(=O)C2CC2)CC3)CC1	i
O=C(CCCN1CCOCC1)N1[C@H]2CCNC[C@@H]1CC2	i
CC(C)C1CN(C(=O)CCc2cccnc2)CCCN1CC1CC1 (centres undefined)	i
COc1cc(C(=O)Nc2cc(Cl)ccc2Cl)cc(OC)c1OC	i
Cc1nc2ccc(C(=O)N3CCC(CO)(CCCc4ccccc4)CC3)cc2[nH]1	u
CC(C)c1ccccc1NC(=O)N1CCOC(C(F)(F)F)C1 (centres undefined)	i
c1ccc(CCCC2CN(Cc3cccnc3)CCO2)cc1 (centres undefined)	i
NC(=O)COc1ccc(C(=O)N[C@@H]2CN(Cc3ccccn3)CCC[C@H]2O)cc1	u
CCOC(=O)c1c[nH]c2ccc(OCC)cc2c1=O	i
Cc1cc(C)nc(NC2=NCC(=O)N2c2ccccc2C)n1	i
COC(=O)c1ccc2c(c1)N(C)C(=O)CS2=O (centres undefined)	u
CC1=NN(C(C#N)c2cccc([N+](=O)[O-])c2)C(C)(C)C1 (centres undefined)	u
CC(C)c1cc(C(=O)N2Cc3cnn(Cc4ccc(F)cc4)c3C2)on1	i

Looked up by structure from the list above (four):
SMILES	ST2 inh
CC(C)c1cc(C(=O)N2Cc3cnn(Cc4ccc(F)cc4)c3C2)on1	i
CN1CCN(S(=O)(=O)c2cc(Br)cc3c2N(C(=O)C2CC2)CC3)CC1	i
COc1ccc(NC(=O)N2CCCc3ccccc32)cc1	i
COc1cc(C(=O)Nc2cc(Cl)ccc2Cl)cc(OC)c1OC	i

Following part.
SMILES	ST2 inh
Cc1cc2n(n1)C(c1ccccc1)CC(c1ccccc1)=N2 (centres undefined)	u
Cc1cc(C)n(CC(C)n2cnc3sc4c(c3c2=O)CCNC4)n1 (centres undefined)	i
Cc1nc(N2CCCCCCC2)ncc1C(C)NCc1ccsc1 (centres undefined)	u
CSCCC(NC(=O)c1ccccc1)C(=O)Nc1ccc(Br)cc1 (centres undefined)	u
COc1ccc(C(=O)N2C[C@@H]3C[C@H](C2)c2ccc(NS(=O)(=O)c4ccc(NC(C)=O)cc4)c(=O)n2C3)cc1	u
COc1ccc2cc(-c3[nH]ncc3CN3CCN(c4ccc(O)cc4)CC3)ccc2c1	u
C#CCOc1c(I)cc(/C=C2/NC(=O)NC2=O)cc1OC	u
CN(C)c1ccc(NC(=O)CCC(=O)O)cc1	51%*
Cc1cc(C)n(CC(=O)N2C[C@H]3CC=CC[C@H]3C2)c(=O)n1	i
O=C1c2cccnc2C(=O)N1c1ccc(Oc2ccccc2)cc1	i
Cc1ccc(NC(=O)CCN2C(=O)c3cccc([N+](=O)[O-])c3C2=O)c(Br)c1	i
Cc1ccc(S(=O)(=O)NCc2ccccn2)c(C)c1C	u
Cc1ccc(C2=N/C(=C\c3ccc([N+](=O)[O-])cc3)C(=O)O2)cc1[N+](=O)[O-]	i
COc1ccc(CNC(=O)C2CCN(Cc3ccc4c(c3)OCO4)CC2)cc1	i
C=CCSc1nnc2c(n1)OC(c1ccc(OC)cc1)N(C(C)=O)c1ccccc1-2 (centres undefined)	u
COc1ccc(OC)c(Nc2cc(C)nc3c(C)c(C)ccc23)c1	37%*
O=C(O)/C=C/c1ccccc1O[C@@H]1O[C@H](CO)[C@@H](O)[C@H](O)[C@H]1O	i
O=C(Nc1ccccc1[N+](=O)[O-])c1ccc(Cl)c(S(=O)(=O)NC2CCCC2)c1	i
N#CSCC(=O)n1c2c(c3ccccc31)CCCC2	i
CCCCN(C)c1nc(-c2ccccc2)c2c(c1C#N)CC(C)(C)OC2	i
Cc1[nH]c2ccc(CNC(=O)C(c3cccnc3)N3CCOCC3)cc2c1C (centres undefined)	i
N#Cc1ccccc1NC(=O)c1cccc(C(=O)Nc2ccccc2C#N)c1	i
CCCCNC(=O)C1CCC(Cn2c(=O)c3sccc3n(CC(=O)NC(C)CC)c2=O)CC1 (centres undefined)	u
COC(=O)[C@@H]1Cc2ncn(Cc3ccc(OC)cc3)c2CN1C(=O)c1ccc(OC)cc1	i
CC(C)c1cc(C(=O)Nc2c(Cl)cccc2Cl)no1	i
CC(=O)c1cccc(NS(=O)(=O)c2ccc3c(c2)CCN3C(=O)C2CC2)c1	i
COc1cccc(CCn2ccnc2-c2ccco2)c1OC	i
CC(=O)c1ccc(N2CCN(C(=O)CCC3=NS(=O)(=O)c4ccccc4N3)CC2)cc1	i
Cn1ccnc1C(=O)C1CCCN(C(=O)CC2(c3cccc(F)c3)CC(=O)N(C3CCCC3)C2=O)C1 (centres undefined)	u
CC1CCCN(CCCNC(=O)C2(O)c3ccccc3NC(=O)N2c2ccccc2)C1 (centres undefined)	i

Another view of some results above:
Compound,ST2 inh
Cn1ccnc1C(=O)C1CCCN(C(=O)CC2(c3cccc(F)c3)CC(=O)N(C3CCCC3)C2=O)C1 (centres undefined),u
CC1CCCN(CCCNC(=O)C2(O)c3ccccc3NC(=O)N2c2ccccc2)C1 (centres undefined),i

The list continues.
SMILES	ST2 inh
COCc1nc(NCCc2csc(C(C)C)n2)c2cnn(C)c2n1	u
CC(C)c1ccc(NS(=O)(=O)c2ccc(Cl)s2)cc1	i
C#CCCC(=O)N(CCC)Cc1cccc(Cl)c1	i
CCOc1ccc(CC(=O)Nc2ccccc2C(N)=O)cc1OCC	i
O=C1OC(c2cccc(F)c2)=N/C1=C/c1ccc(-c2ccccc2[N+](=O)[O-])o1	i
COc1ccc(C2CC(c3ccccc3)n3ncnc3N2)cc1 (centres undefined)	i
O=c1oc(/C=C/c2cccs2)nc2sc3c(c12)CCCC3	i
CCOc1ccc(C(C)=O)cc1N1C(=O)C2C3c4ccccc4C(c4ccccc43)C2C1=O (centres undefined)	i
O=[N+]([O-])c1cc(N=Cc2nc(-c3ccc(Cl)cc3)oc2O)ccc1Cl	i
O=C(Nc1cccc(-c2nc3ncccc3o2)c1)c1ccc(Br)cc1	i
COC(=O)c1coc(CN2CCCC2c2nc3ccccc3s2)n1 (centres undefined)	i
Cc1cc(C)nc(Sc2nc([N+](=O)[O-])nn2C)n1	u
CCOC(=O)c1cc(C)nc(N2CCc3[nH]nc(-c4cccc(F)c4)c3C2)n1	i
Cc1ccc(OCCN2CCOCC2)c([N+](=O)[O-])c1	i
Cc1[nH]nc(CCC(=O)N2CC[C@@H](N3CCOCC3)[C@H](O)C2)c1C	i

Overlap with the part before: 6 compounds, then new ones.
SMILES	ST2 inh
O=C(Nc1cccc(-c2nc3ncccc3o2)c1)c1ccc(Br)cc1	i
COC(=O)c1coc(CN2CCCC2c2nc3ccccc3s2)n1 (centres undefined)	i
Cc1cc(C)nc(Sc2nc([N+](=O)[O-])nn2C)n1	u
CCOC(=O)c1cc(C)nc(N2CCc3[nH]nc(-c4cccc(F)c4)c3C2)n1	i
Cc1ccc(OCCN2CCOCC2)c([N+](=O)[O-])c1	i
Cc1[nH]nc(CCC(=O)N2CC[C@@H](N3CCOCC3)[C@H](O)C2)c1C	i
O=C1NCCN(C(=O)c2ccc(-n3cnnc3)cc2)C1c1ccc(F)cc1 (centres undefined)	i
OC1(C#CC(O)(c2ccccc2)c2ccccc2)CCCC1	i
Cn1c(COc2ccc(C(C)(C)C)cc2)nc2ccccc21	i
COc1ccccc1NC(=O)Cn1cnc2c(oc3ccccc32)c1=O	u
CCCCOC(=O)c1ccc(NC(=O)c2cc3c(=O)n4ccccc4nc3n2C)cc1	i
CC1(C)CC2CC(C)(CN2C(=O)/C(=C\c2ccco2)NC(=O)c2ccc(Cl)cc2)C1 (centres undefined)	i
Cc1ccsc1[C@@H]1CCN(C(=O)c2cnn(Cc3ccccc3)c2)C[C@H]1O	i
N=C(N)c1ccc(N)cc1	i
c1cc(-c2ccncc2)ccn1	i
CC(C)NC(=O)c1cc(-c2ccc(Cl)c(Cl)c2)on1	i
CC(C)C1CN(C(=O)c2ccc[nH]2)CCC(=O)N1CC1CC1 (centres undefined)	i
CCCCNC(=O)C1CCC(Cn2c(=O)c3sccc3n(CC(=O)NC3CCCC3)c2=O)CC1 (centres undefined)	i
COc1cccc(OC)c1C(=O)N1CCN=C1SCc1ccccc1F	i
Oc1c(C=Nc2ccc(F)cc2F)[nH]c2ccc(Br)c(Cl)c12	u
Cc1cc(C)cc(OCC(O)CN2CC(C)OC(C)C2)c1 (centres undefined)	i
CCCN1C(=O)c2ccc(C(=O)NC3CCCCC3)cc2C1=O	i
CCOC(=O)c1sc2nc3c(c(-c4cccs4)c2c1N)CCCC3	u
O=C(Nc1nc2ccccc2s1)C1CC(=O)N(c2ccc(Br)cc2)C1 (centres undefined)	i
CSCC(=O)N1CCC(Oc2cccc(C(=O)NCc3cccnc3)c2)CC1	i
O=C(COc1ccc(Cl)cc1Cl)Nc1ccc(C(=O)O)cc1	i
O=C(Nc1ccccc1Cl)c1cccc(F)c1	u
CCCCCCCC/C=C\CCCCCCCC(=O)NCCc1ccc(O)c(O)c1	u
COc1cc(C2=N/C(=C\C=C\c3ccccc3)C(=O)O2)cc(OC)c1OC	30%*
CCOc1ccc(CNS(=O)(=O)c2ccc3[nH]c(=O)sc3c2)cc1OC	i
Cc1ccc(C(=O)Nc2ccc(Br)c3cccnc23)cc1	u
O=C(Nc1nnc(CSCc2ccccc2)s1)c1cccs1	i
COc1ccc(-n2c(/C=C/c3cccc(OC)c3OC)nc3ccccc3c2=O)cc1OC	u
CCCn1ncc(C(=O)N2CCCC2c2nc(-c3ccncc3)no2)c1C (centres undefined)	i
